# SENP8 block-1: inhibitors of human SENP8 protease. Q96LD8. purified SENP8, Z-RLRGG-aminoluciferin cleavage, luminescence. inhibition, % at 10 µM. 330,000 tested, 1.2% active. AID 2540; in the data active = inhibition above about 50%
# Target sequence (Q96LD8 whole entry, looked up): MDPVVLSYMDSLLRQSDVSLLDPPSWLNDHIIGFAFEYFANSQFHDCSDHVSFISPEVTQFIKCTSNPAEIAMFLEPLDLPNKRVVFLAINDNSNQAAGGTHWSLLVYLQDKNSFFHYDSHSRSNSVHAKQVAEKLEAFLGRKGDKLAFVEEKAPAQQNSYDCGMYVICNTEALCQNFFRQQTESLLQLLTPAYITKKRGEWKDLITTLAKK
# UBC13 polyUb: human UBC13 polyubiquitination inhibition | P61088 | UBC13 polyubiquitin chain formation, TR-FRET | inhibition, % at 20 µM | 330,000 tested, 0.47% active | AID 485273; in the data active = inhibition above about 45%, passing the limit was not always enough
# Target sequence (P61088 whole entry, looked up): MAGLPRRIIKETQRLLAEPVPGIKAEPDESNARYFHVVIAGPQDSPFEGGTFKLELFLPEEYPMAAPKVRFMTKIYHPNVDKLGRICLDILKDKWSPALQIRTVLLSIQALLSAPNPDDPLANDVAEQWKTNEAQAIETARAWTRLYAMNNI
# SENP6 inh: inhibitors of human SENP6 protease. 330,000 tested, 1.8% active. AID 2599. Recombinant SENP6 catalytic domain, aminoluciferin luminescence. Q9GZR1. inhibition, % at 10 µM;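 active = inhibition above about 50% at the single tested dose, limit read from the data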;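 note: plate controls were DMSO wells with enzyme for no effect and DMSO wells lacking enzyme for full effect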
# A3G deaminase: blocks human APOBEC3G single-stranded DNA deamination. recombinant A3G, ssDNA deamination FAM/TAMRA fluorescence. Q9HC16. inhibition, % at 20 µM. 330,000 tested, 0.28% active;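 active = inhibition of at least 40% at 20 µM, with no more than 30% in the related APOBEC3A deaminase screen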;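 note: plate controls were DMSO wells with A3G for no effect and wells lacking A3G enzyme for full effect; some compounds called inactive have numbers as strong as hits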
# Target sequence (Q9HC16 whole entry, looked up): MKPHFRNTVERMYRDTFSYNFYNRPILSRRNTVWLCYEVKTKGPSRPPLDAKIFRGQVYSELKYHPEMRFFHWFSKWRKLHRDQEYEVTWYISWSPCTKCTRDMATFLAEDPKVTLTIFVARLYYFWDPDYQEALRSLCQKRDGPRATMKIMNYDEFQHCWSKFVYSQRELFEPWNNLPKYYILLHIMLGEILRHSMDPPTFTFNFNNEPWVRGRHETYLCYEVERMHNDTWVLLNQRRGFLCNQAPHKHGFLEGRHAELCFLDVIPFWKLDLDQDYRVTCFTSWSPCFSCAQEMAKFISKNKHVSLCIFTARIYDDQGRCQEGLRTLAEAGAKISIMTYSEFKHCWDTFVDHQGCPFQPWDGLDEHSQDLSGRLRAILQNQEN
# SENP8 block-2: inhibitors of human SENP8 protease; recombinant SENP8, Nedd8 substrate fluorescence; inhibition, % at 20 µM; AID 602440; 360,000 tested, 0.64% active; Q96LD8; in the data active = inhibition mostly above about 40%, no sharp cut-off; inactive = mostly below about 27%
# Apaf-1 inh: blocks human Apaf-1 apoptosome activity; AID 489030; reconstituted apoptosome caspase-3 activity, DEVD-Rh110 fluorescence; 330,000 tested, 0.71% active; inhibition, % at 20 µM; O14727; active = inhibition of at least 40% at 20 µM;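 note: plate controls were DMSO wells for no effect and DEVD-CHO caspase inhibitor wells for full effect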
#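 Material: reconstituted apoptosome with Apaf-1, cytochrome c, caspase-9, procaspase-3, dATP / Buffer or medium: pH 7.5 Hepes buffer with CHAPS, BSA, DTT / Also added: cytochrome c with DEVD-Rh110 / Schedule: compound with Apaf-1, dATP, procaspase-3 30 min, then 50 min reaction, room temperature / Technique: rhodamine 110 fluorescence at Ex 480/Em 540 nm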
# SENP7 inh: blocks the human protease SENP7; Q9BQF6; recombinant SENP7, Z-RLRGG-aminoluciferin luminescence, 40 min; inhibition, % at 5 µM; 330,000 tested, 1.5% active; AID 434973;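 active = inhibition above about 50% at the single test dose, limit read from the data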;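 note: plate controls were DMSO with enzyme for no effect and no enzyme buffer wells for full effect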
# Target sequence (Q9BQF6 706-1050 limits assumed): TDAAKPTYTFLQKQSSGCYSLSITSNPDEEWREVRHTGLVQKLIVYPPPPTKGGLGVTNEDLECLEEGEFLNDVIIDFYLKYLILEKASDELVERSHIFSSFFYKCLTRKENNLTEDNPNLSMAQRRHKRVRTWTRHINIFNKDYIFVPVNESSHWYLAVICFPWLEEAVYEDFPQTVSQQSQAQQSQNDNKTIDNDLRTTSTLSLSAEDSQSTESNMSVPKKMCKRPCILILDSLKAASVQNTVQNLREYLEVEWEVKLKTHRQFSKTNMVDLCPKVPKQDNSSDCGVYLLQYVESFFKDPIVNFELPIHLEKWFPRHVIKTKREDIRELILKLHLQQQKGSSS
# SENP1 FRET inh: SENP1 (human) catalytic domain inhibition; 360,000 tested, 0.21% active; Q9P0U3; recombinant SENP1 catalytic domain, CyPet-SUMO1-YPet FRET cleavage; inhibition, % at 10 µM; AID 624204;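 active = inhibition at least 30% at 10 µM, raw YFP signal under a set limit, fluorescence ratio 0.5 to 1.5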;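 note: 0% = enzyme with DMSO and 100% = no enzyme wells; some results filed as inactive read as strong as hits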
#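 Material – human SENP1 catalytic domain · Input – SENP1 enzyme, 20 pM final · Compound dosing – single concentration of 10 µM compound, 0.5% DMSO final · Timing – enzyme reaction for 50 min at room temperature, dark · Measured by – FRET fluorescence in CFP and YFP emission channels · Control set – no-enzyme wells low, DMSO-plus-enzyme wells high control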
# * = called active by the depositor.
# Letter code – A = SENP8 block-1; B = UBC13 polyUb; C = SENP6 inh; D = A3G deaminase; E = SENP8 block-2; F = Apaf-1 inh; G = SENP7 inh; H = SENP1 FRET inh
> Nc1nnc(Cc2ccc(Cl)c(Cl)c2)s1
  A: -6	B: 14	C: -18	D: -5	E: 10	F: 0	G: -1	H: 1

> CCCS(=O)(=O)N1CCC(C(=O)NCc2cccnc2)CC1
  A: -3	B: -1	C: -16	D: -3	E: 17	F: 8	G: -4	H: 2

> CNC(=O)c1[nH]cnc1C(=O)N[C@@H](CC(C)C)C(=O)OC(C)(C)C
  A: 3	B: 1	C: -7	D: -6	E: 11	F: 0	G: 0	H: 0

> CCOc1ccccc1NC(=O)CNS(=O)(=O)c1ccc2nc(C)sc2c1
  A: -6	B: 7	C: -9	D: -14	E: 2	F: -2	G: -2	H: -1

> O=C(COc1ccc2c(-c3ccccc3)cc(=O)oc2c1)Nc1ccc(CCO)cc1
  A: 1	B: 24	C: 3	D: -3	E: -25	F: 0	G: 13	H: -2

> Cc1oc(-c2ccccc2Cl)[n+]([O-])c1C
  A: 4	B: 0	C: -3	D: 5	E: 11	F: -16	G: 5	H: -3

> CCCCN(CC)CCCNC(=O)CS(=O)(=O)Cc1nc(-c2cccc(OC)c2)oc1C
  A: 1	B: 9	C: 4	D: -3	E: 16	F: 3	G: 5	H: 0

> COc1ccc(CCNC(=O)C2CCN(S(=O)(=O)c3ccc(OC)c(OC)c3)CC2)cc1
  A: -6	B: -19	C: 3	D: -2	E: 1	F: 5	G: -6	H: -1

> COc1ccc(C(OC(=O)c2ccco2)C(=O)NCc2ccco2)cc1 (stereo unspecified)
  A: 1	B: 5	C: -5	D: -3	E: 6	F: -1	G: -1	H: 4

> CCOc1ccc(/C=N/NC(=O)C(C)N(c2ccc(OC)cc2)S(C)(=O)=O)cc1OCC (stereo unspecified)
  A: -4	B: -16	C: -4	D: -5	E: 8	F: -2	G: -3	H: 1

> O=C1/C(=C\c2cccnc2)CCc2ccccc21
  A: 26	B: 8	C: 74*	D: -3	E: 18	F: 8	G: 12	H: -1

> CC(C)[C@@H](C(=O)N1CCN(Cc2ccc3c(c2)OCO3)CC1)n1nnc2ccccc2c1=O
  A: 8	B: 3	C: -3	D: -6	E: 4	F: -4	G: 1	H: 0

> O=[N+]([O-])c1cc(S(=O)(=O)N2CCCC2)ccc1NCCc1ccccc1
  A: 1	B: 3	C: 0	D: -8	E: 19	F: 7	G: 1	H: 3

> COc1ccc(N2C3=[N+](CC2(C)O)c2ccccc2CC3)cc1 (stereo unspecified)
  A: -16	B: 4	C: -17	D: -8	E: 14	F: -8	G: 0	H: 1

> c1ccc2c(Cn3nnc4ccccc43)cccc2c1
  A: -2	B: -2	C: -33	D: -4	E: 7	F: -17	G: -2	H: 1

> Cc1ccc2nc(-c3ccc(NC(=O)COC(=O)c4ccc(Br)o4)cc3)sc2c1
  A: 3	B: 0	C: 41	D: -3	E: -289	F: 0	G: 2	H: -12

> CCOC(=O)C1CCN(S(=O)(=O)c2cccc(C(=O)Nc3ccccc3)c2)CC1
  A: -8	B: -7	C: -5	D: -7	E: -4	F: 3	G: 7	H: 1

> O=C(NC(=S)NCc1cccnc1)c1ccc([N+](=O)[O-])cc1
  A: -1	B: 7	C: -2	D: -4	E: 16	F: -4	G: -4	H: 3

> COc1cc(-c2nnc(COc3ccc(Cl)cc3C)o2)cc(OC)c1OC
  A: 4	B: 10	C: -13	D: 18	E: -2	F: 5	G: -3	H: 1

> CCOC(=O)C1=C(COC(=O)/C=C/c2ccccc2F)NC(=O)NC1C (stereo unspecified)
  A: -5	B: 3	C: -14	D: -7	E: -1	F: 9	G: -6	H: 0

> Cc1ccc(C)c(N2CCN(CCN3CCCCC3)CC2)c1
  A: 2	B: 4	C: 11	D: -7	E: 23	F: -3	G: 0	H: 2

> CCC(=O)Nc1ccc(Cl)c(NC(=S)NC(C)=O)c1
  A: -4	B: 20	C: -209	D: -7	E: 12	F: -3	G: 1	H: 1

> COc1ccc2oc(C(=O)N(CC(C)C)C3CCS(=O)(=O)C3)c(C)c2c1 (stereo unspecified)
  A: 2	B: 6	C: -9	D: -3	E: -20	F: -1	G: -6	H: -10

> CC1CC(C)(C)NC(=S)S1 (stereo unspecified)
  A: 3	B: 0	C: -10	D: 4	E: 19	F: -3	G: 2	H: 1

> CCN(CC(=O)Nc1ccc(NC(C)=O)cc1)C(=O)C1(c2ccccc2)CC1
  A: -3	B: 0	C: -6	D: -6	E: 3	F: -13	G: 5	H: 0

> CCOC(=O)CCCNC(=O)CN1C(=O)NC2(CCCCCC2)C1=O
  A: 9	B: -2	C: 22	D: -4	E: 7	F: -16	G: 2	H: -1

> O=C(COC(=O)[C@@H]1CCCN1S(=O)(=O)c1ccc(Cl)cc1)NC12CC3CC(CC(C3)C1)C2
  A: 0	B: 8	C: -3	D: -3	E: 21	F: 27	G: 1	H: 5

> Cc1cc(C)nc(NS(=O)(=O)c2ccc(N3C(=O)C4CCCCC4C3=O)cc2)n1 (stereo unspecified)
  A: -8	B: -5	C: -4	D: -9	E: 12	F: 2	G: -6	H: 0

> COc1ccc(S(=O)(=O)N2CCC(C(=O)Nc3ccc4c(c3)OCCO4)CC2)cc1OC
  A: 1	B: -8	C: 5	D: -7	E: 13	F: -1	G: 13	H: 2

> CCCN1Cc2cccc(C(=O)Nc3ccc(-c4nc5ccccc5[nH]4)cc3)c2C1=O
  A: 1	B: 1	C: -13	D: -4	E: -229	F: -12	G: 2	H: -10

> COc1cc(NC(=S)Nc2ccccn2)cc(OC)c1
  A: -6	B: 10	C: 2	D: -10	E: 9	F: 8	G: 6	H: 2

> COCCNC(=O)c1cc(-c2ccncc2)nc2ccc(S(=O)(=O)N3CCOCC3)cc12
  A: 2	B: -20	C: 8	D: 4	E: 8	F: 7	G: 6	H: 0

> O=C(Nc1ccc2c(c1)OCO2)c1n[nH]c(=O)c2ccccc12
  A: 38	B: 3	C: 67*	D: 1	E: 20	F: -4	G: 62*	H: -3

> CCCCOC(=O)c1cccc(NC(=O)CCC(=O)O)c1
  A: 2	B: 8	C: -4	D: -2	E: 5	F: -8	G: 2	H: 0

> Cc1occc1C(=O)N1CCCC(CCC(=O)NCc2ccc(F)c(F)c2)C1 (stereo unspecified)
  A: 9	B: 10	C: -2	D: -11	E: 13	F: -20	G: 9	H: 1

> CCCCC1(C(=O)OC)NC(c2ccc(O)cc2)C2C(=O)N(c3ccccc3)C(=O)C21 (stereo unspecified)
  A: 1	B: 0	C: 11	D: -7	E: 10	F: -9	G: -3	H: 4

> Cc1onc(-c2ccccc2)c1C(=O)NCC1CCN(C(=O)c2c(-c3ccccc3)noc2C)CC1
  A: 1	B: 9	C: -17	D: -2	E: 18	F: 5	G: 3	H: 3

> O=C(NC(=S)NNC(=O)c1ccccc1[N+](=O)[O-])c1ccccc1
  A: -2	B: 4	C: -2	D: 46*	E: 34	F: -4	G: 3	H: 4

> COc1ccc(NC(=O)c2ccc(S(=O)(=O)NCc3cccnc3)cc2)cc1
  A: -7	B: 4	C: 5	D: -3	E: 14	F: 2	G: 4	H: -2

> COC(=O)c1cccc(NC(=O)CCCOc2cccc(C)c2)c1
  A: 0	B: 0	C: -34	D: -9	E: 22	F: 3	G: -2	H: 1

> O=C(Cc1n[nH]c(=O)c2ccccc12)N1CCN(c2ccc(F)cc2)CC1
  A: 4	B: -1	C: -17	D: -7	E: 11	F: -12	G: -2	H: 4

> COc1cc(C2CC(=O)N(c3ccc(C)cc3)C(=O)C2)cc(OC)c1OC
  A: 6	B: 3	C: -3	D: 0	E: 18	F: -19	G: 6	H: -1

> CCc1ccccc1NC(=O)C1CCCN(S(=O)(=O)c2ccc3c(c2)CC(C)N3C(C)=O)C1 (stereo unspecified)
  A: 5	B: 2	C: -8	D: -5	E: 1	F: 6	G: -6	H: 0

> CC1=C(C(=O)OCCOC(C)C)C(c2cc3c(cc2Br)OCO3)C2=C(CCCC2=O)N1 (stereo unspecified)
  A: -11	B: -1	C: -18	D: -5	E: -204	F: -4	G: -8	H: -5

> CCOC(=O)[C@H]1[C@H]2COc3ccc(Cl)cc3[C@@H]2N2C(=O)CN(Cc3ccc(F)cc3)C(=O)[C@@]12C
  A: 9	B: 8	C: 3	D: -7	E: 3	F: 13	G: -1	H: -3

> CCOC(=O)N1CCC(NS(=O)(=O)c2cc(Br)cc3c2N(C(=O)CC)CC3)CC1
  A: -8	B: 8	C: -2	D: -4	E: 19	F: 2	G: 9	H: 2

> Cc1ccc(S(=O)(=O)N2CCCC2C(=O)OCC(=O)Nc2ccc3c(c2)OCO3)cc1 (stereo unspecified)
  A: -2	B: 7	C: 5	D: -3	E: 10	F: 9	G: -2	H: -1

> Cn1c(Cn2c(=O)sc3ccccc32)nnc1SCC(=O)NCc1ccco1
  A: 0	B: -1	C: 7	D: -2	E: 3	F: -3	G: 0	H: 0

> COc1cc(Cl)c(S(=O)(=O)NCc2ccccn2)cc1Cl
  A: -4	B: -8	C: -20	D: 0	E: 6	F: -23	G: -9	H: 2

> CCCCOC(=O)c1c(C)oc2ccc(NS(=O)(=O)c3ccc4c5c(cccc35)C(=O)N4)cc12
  A: 2	B: 4	C: -19	D: 3	E: -79	F: 15	G: 4	H: -14

# Reprinted at random: 4 compounds from above
# Letter code – A = SENP8 block-1; B = UBC13 polyUb; C = SENP6 inh; D = A3G deaminase; E = SENP8 block-2; F = Apaf-1 inh; G = SENP7 inh; H = SENP1 FRET inh
> O=[N+]([O-])c1cc(S(=O)(=O)N2CCCC2)ccc1NCCc1ccccc1
  A: 1	B: 3	C: 0	D: -8	E: 19	F: 7	G: 1	H: 3

> CCOC(=O)N1CCC(NS(=O)(=O)c2cc(Br)cc3c2N(C(=O)CC)CC3)CC1
  A: -8	B: 8	C: -2	D: -4	E: 19	F: 2	G: 9	H: 2

> Cc1ccc2nc(-c3ccc(NC(=O)COC(=O)c4ccc(Br)o4)cc3)sc2c1
  A: 3	B: 0	C: 41	D: -3	E: -289	F: 0	G: 2	H: -12

> Cc1occc1C(=O)N1CCCC(CCC(=O)NCc2ccc(F)c(F)c2)C1 (stereo unspecified)
  A: 9	B: 10	C: -2	D: -11	E: 13	F: -20	G: 9	H: 1

# The listing continues:
# Letter code – A = SENP8 block-1; B = UBC13 polyUb; C = SENP6 inh; D = A3G deaminase; E = SENP8 block-2; F = Apaf-1 inh; G = SENP7 inh; H = SENP1 FRET inh
> O=C(O)c1ccccc1C(=O)Nc1cc(-c2ccccc2)[nH]n1
  A: 3	B: 3	C: -18	D: -7	E: 2	F: 1	G: 0	H: 1

> Nc1nc(CSC(=S)N2CCOCC2)nc(Nc2ccccc2)n1
  A: -14	B: -14	C: -27	D: 0	E: 6	F: -4	G: -5	H: -1

> COCCN(CC(=O)NCC1CCCO1)C(=O)CCC(=O)Nc1ccccn1 (stereo unspecified)
  A: 2	B: 2	C: 9	D: -7	E: -6	F: -7	G: 4	H: 2

> CN(Cc1c(F)cccc1Cl)C(=O)c1cnc2ccccc2n1
  A: -7	B: -4	C: 7	D: -9	E: 2	F: 2	G: 1	H: 1

> COc1ccc(-c2c(C#Cc3ccsc3)c3cc(Br)ccc3n2C)cc1
  A: 7	B: 11	C: 3	D: -11	E: -472	F: -7	G: 6	H: -3

> Cc1occc1C(=O)NNC(=O)Cc1ccccc1
  A: -7	B: -1	C: -1	D: -4	E: 7	F: 3	G: -4	H: 1

> CCOC(=O)C1=C(C)NC(=O)CC1c1ccccc1OC (stereo unspecified)
  A: 4	B: -1	C: -3	D: -1	E: 2	F: -12	G: -1	H: 5

# SENP6 inh: entries above that show a hit.
mol | UBC13 polyUb | SENP6 inh | A3G deaminase | SENP7 inh | SENP1 FRET inh
O=C1/C(=C\c2cccnc2)CCc2ccccc21 | 8 | 74* | -3 | 12 | -1
O=C(Nc1ccc2c(c1)OCO2)c1n[nH]c(=O)c2ccccc12 | 3 | 67* | 1 | 62* | -3
